PrPC surface inh – reduces human prion protein on the cell surface. cell surface PrPC, TR-FRET read-out. AID 720596. inhibition, % at 13.8 µM. 370,000 compounds, 0.43% hits. P04156; in the data active means inhibition above about 24%; further: 0% = median of the test wells and 100% = reference compound wells
Rv3671c protease – inhibits the M. tuberculosis serine protease Rv3671c; inhibition, % at 5.96 µM; P9WHR9; 320,000 compounds, 0.048% hits; in the data active means inhibition above about 38%;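 further: extracellular domain of Rv3671c used as enzyme; 0% = enzyme with DMSO and 100% = no enzyme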
DUSP3 inh – inhibitors of human VHR1 phosphatase (DUSP3); P51452; recombinant VHR phosphatase, pNPP absorbance; inhibition, % at 13.3 µM; 290,000 compounds, 0.52% hits; AID 1654; in the data active means inhibition above about 50%; further: some compounds called inactive have numbers as strong as hits
MazEF act – increases E. coli MazEF RNase cleavage of RNA. FAM/BHQ RNA-DNA oligo cleavage fluorescence, 5 h. P0AE70. activation, % at 20 µM. 350,000 compounds, 0.32% hits; in the data active means activation above about 50%
BH1578 lux ind – induces V. cholerae light production without autoinducers; 350,000 compounds, 0.16% hits; activation, % at 18.7 µM; V. cholerae BH1578 lux reporter, luminescence, 6 h; in the data active means activation mostly above about 9.7%, no sharp cut-off; further: not every result past the cut was called active; inactives centre near 0; reference of the scale not given here
CCHFV vOTU inh – blocks the CCHF virus ovarian tumor domain protease. AID 651958. CCHFV vOTU protease, Pep-AMC fluorescence. inhibition, % at 11.5 µM. 370,000 compounds, 0.55% hits; in the data active means inhibition above about 30%; further: 0% = vehicle wells with enzyme and 100% = no enzyme wells
TcdB GH inh – inhibitors of Clostridioides difficile toxin B glycohydrolase; P18177; TcdB glycohydrolase enzymatic assay, plate reader; inhibition, % at 9.99 µM; 350,000 compounds, 0.24% hits; AID 652162; in the data active means inhibition above about 10%
3CLpro inhibitor – SARS-CoV 3CLpro protease inhibition | inhibition, % at 6 µM | recombinant SARS-CoV 3CLpro, quenched FRET peptide cleavage | P0C6X7 | 290,000 compounds, 0.14% hits; in the data active means inhibition above about 12%
Y pestis TopoI – Y. pestis Topo-I inhibition via cleavage products; Y. pestis Topo-I cleavage product accumulation, plate reader; AID 504884; activity, % at 10 µM; 360,000 compounds, 0.064% hits; in the data active means activity above about 50%, passing the limit was not always enough; further: inactives centre near 2
SSB-PriA inh – blocks PriA binding to SSB C-terminal tail; AID 1272365; inhibition, % at 33 µM; AlphaScreen SSBct-PriA binding, biotinylated peptide; 430,000 compounds, 0.6% hits; in the data active means inhibition mostly above about 37%, no sharp cut-off; inactive means mostly below about 20%;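 further: plate controls were negative control peptide for no effect and reference peptide for full effect; strong numbers were not always called active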
* = called active by the depositor; i = inactive; . = not tested or not shown; & = joins results of further samples. An excerpt (hit frequency here may not be typical).

SMILES	PrPC surface inh	Rv3671c protease	DUSP3 inh	MazEF act	BH1578 lux ind	CCHFV vOTU inh	TcdB GH inh	3CLpro inhibitor	Y pestis TopoI	SSB-PriA inh
O=C(O)c1[nH]c2ccccc2c1C=NCc1ccccc1Cl	-7	3	16	-2	-0.5	-13	-0.1	-1	1	-4
CC1(Br)C2CCCC1C2S(=O)(=O)c1ccccc1 (stereo not given)	4	0	4	6	i	-17	.	-1	9	-5
O=S(=O)(Nc1cccnc1)c1ccc(Cl)cc1	2	2	9	-11	-2.9	-12	.	1	-8	-10
O=C(O)C1CCN(S(=O)(=O)c2cccnc2)CC1	0	-4	2	4	i	3	.	-2	5	-5
CCO[C@@H]1OC(C(=O)NC2CC2)=C[C@H](c2ccc3c(c2)OCO3)[C@H]1CCCO	6	-2	21	8	i	-1	0.5&0.7	-1	-12	-4
COc1cccc(-c2cc(C(=O)Nn3cnnc3)c3ccccc3n2)c1	1	-3	30	6	-3.8	10	4.7	-2	7	-7
Cn1c2ccccc2c2c(C(=O)NCc3ccco3)cn(C3CCCCC3)c(=O)c21	-2	1	16	-3	i	7	.	3	-10	2
CCOC(=O)C1=C(N)OC2=C(C(=O)CCC2)C12C(=O)N(CC(N)=O)c1ccccc12 (stereo not given)	0	-5	10	6	-0.6	-10	.	-1	-2	-5
C#CCn1c(=NC(=O)c2cccs2)sc2cccc(OC)c21	-2	-37	17	5	1.1	-17	0.6	-4	19	-7
C[C@H]1CN([C@@H](C)CO)C(=O)CCCn2nncc2CO[C@H]1CN(C)C(=O)Oc1cccc2ccccc12	-5	.	.	8	i	7	-0.2&-0.3	.	33	.
COC(=O)C1C2C=CC3(CN(CC4CCCO4)C(=O)C13)O2 (stereo not given)	-3	-1	-11	-3	0.7	8	.	6	-5	-9
O=C1OCCC1Sc1nc2ccccc2[nH]1 (stereo not given)	-3	1	10	1	2.8	-7	.	-4	9	-13
COc1ccc(N2CCN(C(=O)c3cccc(F)c3)CC2)c([N+](=O)[O-])c1	-26	4	32	13	-0.6	-5	-0.3	-2	20	18
O=C(Cc1ccc(Cl)cc1)NCCc1ccc(F)cc1	3	-1	.	5	-0.8	-9	1.7	.	3	-11
Cc1c(NC(=O)C(C)OC(=O)CC2Sc3ccccc3NC2=O)c(=O)n(-c2ccccc2)n1C (stereo not given)	-8	3	29	1	-0.6	-4	.	1	4	-8

Retrieved by structure from the entries so far, 5 records:
SMILES	PrPC surface inh	Rv3671c protease	DUSP3 inh	MazEF act	BH1578 lux ind	CCHFV vOTU inh	TcdB GH inh	3CLpro inhibitor	Y pestis TopoI	SSB-PriA inh
COC(=O)C1C2C=CC3(CN(CC4CCCO4)C(=O)C13)O2 (stereo not given)	-3	-1	-11	-3	0.7	8	.	6	-5	-9
C#CCn1c(=NC(=O)c2cccs2)sc2cccc(OC)c21	-2	-37	17	5	1.1	-17	0.6	-4	19	-7
CCO[C@@H]1OC(C(=O)NC2CC2)=C[C@H](c2ccc3c(c2)OCO3)[C@H]1CCCO	6	-2	21	8	i	-1	0.5&0.7	-1	-12	-4
COc1cccc(-c2cc(C(=O)Nn3cnnc3)c3ccccc3n2)c1	1	-3	30	6	-3.8	10	4.7	-2	7	-7
CC1(Br)C2CCCC1C2S(=O)(=O)c1ccccc1 (stereo not given)	4	0	4	6	i	-17	.	-1	9	-5

Next section:
SMILES	PrPC surface inh	Rv3671c protease	DUSP3 inh	MazEF act	BH1578 lux ind	CCHFV vOTU inh	TcdB GH inh	3CLpro inhibitor	Y pestis TopoI	SSB-PriA inh
Cc1cc(C)n(CC(O)CN(c2cccc([N+](=O)[O-])c2)S(=O)(=O)c2ccccc2)n1 (stereo not given)	.	13	8	5	-0.8	.	.	-3	-2	-4
Cc1ccc(Cl)cc1NC(=S)N(Cc1cccs1)C1CCCC1	-2	9	-2	7	-0.5	15	0.5	1	-5	-16
C=CC[C@@H](CC(=O)NCCO)C(=O)NC[C@@H](OC(=O)[C@H](CC=C)CC(=O)OC(C)(C)C)c1ccccc1	1	-1	.	10	-0.5	-3	1.3	.	13	2
COc1ccc(-c2nnn(CC(=O)N(CC(=O)NCCC(C)C)Cc3cccs3)n2)cc1OC	1	-1	13	-4	-0.2	-2	.	1	6	-1
Cc1nn(CC(=O)NCc2ccc(-n3cccn3)cc2)c(C)c1[N+](=O)[O-]	-6	-6	45	6	-0.4	-26	.	-6	-3	-11
COc1ccccc1N1CCC(N2CCN(CC(C)(C)C)C(CCO)C2)CC1 (stereo not given)	3	-3	59*	6	i	-6	0.9	4	5	-4
CC1(C)C(=O)Nc2ccccc2N1C(=O)COC(=O)c1ccc(Cl)c(S(=O)(=O)NCc2ccccc2)c1	6	-3	19	-5	-0.1	9	.	1	-3	8
CCN(CC)S(=O)(=O)c1ccc(OC(C)C)c(NC(=O)c2c3c(nc4ccccc24)CCN(Cc2ccccc2)C3)c1	5	-8	10	-8	-0.2	10	0.4	-1	3	4
COc1ccc(Cl)cc1NC(=O)NCCN1CCCCC1	-4	7	6	8	i	1	4.9	0	-4	12
CCCc1nc2nc(C)c(NS(=O)(=O)c3ccc(C(C)(C)C)cc3)c(=O)n2[nH]1	-5	4	10	7	-0.3	6	1.0	6	3	-10
O=C(NCc1ccccc1Cl)C(=O)NCC1CCCN1S(=O)(=O)c1cccs1 (stereo not given)	6	4	.	-12	0.7	-4	0.8	.	24	1&-7
COc1ccc(N2CCN(c3ncnc4c3cnn4-c3ccc(C)cc3C)CC2)cc1	4	-5	-2	3	-6.7	-4	0.4	6	10	17
O=C(NC(=S)Nc1cccc(NC(=O)c2ccccc2)c1)c1cccc([N+](=O)[O-])c1	7	-36	2	3	1.0	7	.	-5	-6	9
ClC1(Cl)CC1CSc1ncn[nH]1 (stereo not given)	1	.	22	3	-0.3	10	-0.9	1	5	-3
COc1ccc(-c2noc(CCC(=O)N3CCN(c4cc(C)ccc4C)CC3)n2)cc1	-1	-11	24	-3	7.1	16	.	3	8	-17
COc1ccc(/C=C/C(=O)OCC(=O)c2c[nH]c3ccccc23)cc1	0	-15	.	-18	-0.6	10	-1.1	.	23	8
CCCCOC(=O)n1c(=O)oc2ccc(S(=O)(=O)N3CCCCC3)cc21	16	-15	4	4	i	-2	-0.6	4	2	-4
COC(=O)c1ccc(CSc2nc3sc(C(=O)O)c(C)c3c(=O)[nH]2)cc1	2	5	6	1	.	-8	-2.5	2	.	-6
Cc1c(Cl)cccc1N1C(=O)CC(NNC(=O)c2cccnc2)C1=O (stereo not given)	3	-9	-5	5	1.0	0	-1.6	4	-10	15
CCOC(=O)N1CCN(C(=O)CSc2nnc(-c3ccc(C(C)(C)C)cc3)o2)CC1	-6	0	3	0	-0.4	5	0.7	-4	4	6
Cc1ccc(C(NC(=O)N2CCOCC2)C(Cl)Cl)cc1F (stereo not given)	-4	1	30	8	0.0	-2	.	12	-2	-1
COc1ccc(-c2cc(=O)c3c(OC)c(OC)c(OC)cc3o2)cc1	10	3	16	3	-0.6	8	0.2	0	22	3
O=C(NC(=S)Nc1ccc2[nH]ncc2c1)c1ccccc1	6	7	42	5	.	-13	.	4	4	19
CC(=O)N1CCOCC1c1cc(C(=O)Nc2ccccc2)no1 (stereo not given)	-5	.	.	.	i	8	-0.8	.	0	.
COc1ccc(N2CCN(C(=O)CNC(=O)Cc3ccc(Cl)cc3)CC2)cc1	12	0	-2	-4	-3.4	-2	-0.2	-5	16	-6
Cc1ccc(S(=O)(=O)Nc2ccccc2C(=O)Nc2ccc(S(=O)(=O)Nc3nccc(C)n3)cc2)cc1	7	-6	-3	-3	-0.1	3	.	3	1	-12&-5&-11
CCCC/C=C/C(NC(=O)CCc1ccccc1)c1ccccc1 (stereo not given)	-5	4	5	-16	-2.9	13	2.0	-2	12	-21
COc1ccc(NC(=O)CCNC(=O)Cn2cnc3sc4c(c3c2=O)CCCC4)c(OC)c1	-3	1	35	-36	-0.4	0	0.6	2	8	-1
Cc1ccc(S(=O)(=O)N2CCC(C(=O)Nc3ccccc3N3CCCCC3)CC2)cc1	2	-6	10	-2	-2.0	-10	1.3	-2	1	5
CC1(C)CC(=O)C2=C(C1)Nc1ccccc1NC2c1ccccc1F (stereo not given)	3	12	1	0	i	14	0.0	1	-1	-5
CN(C)S(=O)(=O)c1cccc(NC(=O)CNc2cccc(S(=O)(=O)N3CCCCC3)c2)c1	20	.	.	-1	-0.4	4	1.3	.	12	.
O=C(CN1C(=O)C2C3C=CC(C3)C2C1=O)NCCc1ccccc1 (stereo not given)	3	2	-22	1	i	2	.	-3	-3	4
S=C(NCc1ccc2c(c1)OCO2)NC1CC1	8	7	6	6	i	5	-0.8	4	2	10
O=C(COCc1ccccc1)N[C@@H]1c2ccccc2CC[C@H]1OCc1ccccc1	7	.	.	-1	i	8	2.4	.	47	-23
COc1ccc(C(=O)Nc2ccccc2-c2nnn(CC(N)=O)n2)cc1	5	.	.	8	-0.2	-3	1.1	.	-1	-8
O=C(CC1CCCC1)NNC(=O)c1ccccc1O	-1	.	.	8	i	1	0.3	.	8	.
Nc1c(NCCC2=CCCCC2)c(=O)[nH]c(=O)n1Cc1ccccc1	7	-6	4	8	i	19	.	2	22	-4
Nc1ccc(N=Nc2ccccc2)c2cccnc12	-14	7	-4	-1	1.2	23	-0.3	6	-13	59*
Cc1ccc(C(=O)N/C(=C\c2ccccc2F)c2nc(=S)[nH][nH]2)cc1	2	-8	10	-31	-0.1	9	0.7	3	-10	-11
Cc1ccccc1C(=O)NNC1=NCCC1	-2	-1	-12	6	-0.5	-9	.	-1	6	-6
COc1ccccc1OCC(=O)N1CCN(C(=O)c2ccco2)CC1	-7	9	0	7	i	18	0.4	5	-5	-6
CC(C)(C)c1nc2scc(-c3cccs3)c2c(=O)o1	-1	2	10	-1	0.0	-1	.	6	-8	-10
O=C(COC(=O)c1ccc(S(=O)(=O)N2CCOCC2)cc1)NCc1ccco1	-7	.	.	-2	-3.0	-9	0.3	.	1	.
C[C@@H](NC(=O)[C@@H]1Cc2ccccc2CN1)C(=O)NCc1ccco1	5	-3	8	5	i	2	0.3	-3	4	-12
C=CCOn1c(=O)c(-c2cc3ccccc3o2)[n+]([O-])c2ccccc21	-24	4	26	21	i	0	.	-1	0	-30
COc1ncnc2c1ncn2CCCN1CCN(c2ncccn2)CC1	-4	.	.	4	-0.5	-5	-0.1	.	0	.
Cc1cccc(Nc2cc(=O)[nH]c(=O)[nH]2)c1C	-6	-4	1	1	-0.8	-15	.	-1	5	-3
CN(C)/C(=N\S(=O)(=O)c1ccc(Cl)cc1)c1ccc(F)cc1	-6	12	9	7	i	-2	-0.1	-1	-15	.
O=C(NC1=NN(c2ccccc2)CC1)Nc1ccccc1F	9	-7	87	6	-0.4	4	0.4	0	-1	12
O=C(NC(c1ccc(F)cc1)c1ccc2ccccc2n1)C1CCN(Cc2ccc(Oc3ccccc3)cc2)CC1 (stereo not given)	-9	.	.	.	-0.1	5	0.2	.	18	.
O=C(CCC1COc2ccccc2O1)NCC1COc2ccccc2O1 (stereo not given)	-4	-2	9	-9	i	2	.	-1	3	-5
Cc1c(NC(=O)CSc2ccc(Cl)cc2)c(=O)n(-c2ccccc2)n1C	4	6	7	-1	0.6	-2	0.8	1	-12	-11
CSc1ccc(S(=O)(=O)NCCSC(C)(C)C)cc1	6	-2	-11	-5	-0.4	-7	.	5	4	-18
c1cncc(CNc2nc(-c3cccnc3)nc3ccccc23)c1	5	2	4	8	-0.6	7	1.5	-2	9	1
CC(C(=O)NCC1CCCCC1)N(C)Cc1cccc(Cl)c1 (stereo not given)	1	-3	14	-4	-0.5	21	1.1	-1	42	-17
O=C(NC1(C(F)(F)F)NC(=O)N(CCc2ccccc2)C1=O)C1CC1 (stereo not given)	8	-15	-8	-3	-0.4	4	2.1	1	-6	0
O=C(O)c1cccc(NC(=O)c2cc(NC(=O)c3ccccc3)cc(NC(=O)c3ccccc3)c2)c1	-4	-46	-5	6	i	5	0.5	4	12	-5
Cc1cc(C)cc(C(=O)NC(=S)Nc2cccnc2)c1	4	-99	20	-6	1.3	5	0.5	7	-5	-2
COc1cc(/C=N/N2C(=O)c3ccccc3NC2(C)c2cccc([N+](=O)[O-])c2)cc(Br)c1O (stereo not given)	-10	-10	28	11	.	-1	.	-1	3	.
